IMP-1 inh – inhibitors of Pseudomonas aeruginosa IMP-1 metallo-beta-lactamase; purified IMP-1, nitrocefin hydrolysis, epi-absorbance fluorescence; AID 1556; inhibition, % at 5.6 µM; 290,000 compounds, 0.45% hits;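 active means inhibition above the mean plus 3 SD of all compounds in the same screening run, cut at about 4.5% in these data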;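 further: 0% = IMP-1 with DMSO and 100% = DMSO wells lacking enzyme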
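assay system = purified recombinant IMP-1 metallo-beta-lactamase enzyme | schedule = 15 min preincubation plus 25 min reaction at 25 °C | signal = Epi-absorbance fluorescence, 480 nm excitation, 530 nm emission | read-out basis = percent inhibition from optical density relative to buffer-blank wells | controls = IMP-1 with DMSO as 0%, enzyme-free DMSO as 100%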
PfM18AAP inh – PfM18AAP enzyme inhibition | inhibition, % at 7.35 µM | recombinant PfM18AAP, H-Glu-NHMec fluorogenic cleavage | 290,000 compounds, 1.2% hits;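 active means inhibition above the campaign mean inhibition over all tested compounds plus 3 SD, cut at about 28% in these data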;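 further: 0% = plate median of test compound wells and 100% = 2 mM ZnCl2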
UBC9 SUMO inh – inhibitors of human SUMOylation (UBC9); inhibition, % at 35 µM; HTRF SUMOylation assay, SAE1/SAE2 + UBC9, in vitro; 290,000 compounds, 0.36% hits; P63279; in the data active means inhibition above about 50%, passing the limit was not always enough; further: strong numbers were not always called active
Target sequence (P63279 whole entry, looked up): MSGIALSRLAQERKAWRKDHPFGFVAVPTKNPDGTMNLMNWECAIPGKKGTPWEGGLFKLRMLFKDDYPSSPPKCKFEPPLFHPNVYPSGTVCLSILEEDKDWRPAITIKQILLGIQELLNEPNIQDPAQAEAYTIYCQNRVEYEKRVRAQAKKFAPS
MEKK2mut PB1 HTS – signal of MEK5 binding to mutant human MEKK2 PB1 domain; bead flow cytometry, Alexa488-MEK5 binding to MEKK2 mutant; percent response, % at 10 µM; 290,000 compounds, 0.35% hits; in the data active means percent response above about 24%, passing the limit was not always enough; further: inactives centre near 1; some results filed as inactive read as strong as hits
MEKK2wt PB1 HTS – raises or lowers MEK5 binding to wildtype human MEKK2 PB1 domain; 290,000 compounds, 1.1% hits; binding response (% of control), % at 10 µM; bead flow cytometry, Alexa488-MEK5 binding to MEKK2 WT; actives lie on both sides; in the data active means binding response below about 67% or above about 130%
NS3 helicase inh – HCV NS3 helicase inhibition; inhibition, % at 10.9 µM; NS3 helicase DNA unwinding, Cy5 molecular beacon fluorescence; AID 1800; 290,000 compounds, 0.56% hits;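 active means inhibition above the mean of all tested compounds plus 3 SD, set per campaign, cut at about 35% in these data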;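 further: 0% = DMSO wells and 100% = thioflavine S control wells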
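Material: hepatitis C virus NS3 helicase domain fragment enzyme; measured by: Cy5 fluorescence, 0 and 60 min reads; control set: DMSO and thioflavine S; incubation: 60 min unwinding reaction at 25 °C after ATP addition; read-out basis: % inhibition from 60/0 min fluorescence ratio, DMSO 0%, thioflavine S 100%; repeats: singlicate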
VIM-2 inh – inhibitors of Pseudomonas aeruginosa VIM-2 metallo-beta-lactamase; AID 1527; inhibition, % at 5.6 µM; purified VIM-2, nitrocefin hydrolysis, epi-absorbance fluorescence; 290,000 compounds, 0.89% hits;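 active means inhibition above the mean of all tested compounds plus 3 SD, cutoff set per screening run, cut at about 7.5% in these data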;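 further: red hydrolysis product quenches plate fluorescence so inhibitors raise well fluorescence; 0% = enzyme with DMSO and 100% = DMSO without enzyme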
DNA FID counter – fluorescent intercalator displacement, NS3 helicase counter-screen; DNA fluorescent intercalator displacement, fluorescence; inhibition, % at 7.9 µM; 290,000 compounds, 0.17% hits; in the data active means inhibition above about 37%;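 further: 0% = vehicle and 100% = reference compound; higher means more ethidium bromide displaced from hairpin DNA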
NALP1 inh – inhibitors of NALP1 inflammasome in yeast. S. cerevisiae NALP1/ASC/caspase-1 growth, X-gal OD620, 72 h. inhibition, % at 10 µM. 280,000 compounds, 0.61% hits. AID 2071; in the data active means inhibition mostly above about 24%, no sharp cut-off; inactive means mostly below about 32%; further: some compounds called inactive have numbers as strong as hits
Active calls of the source: *; · = no result given.

Order of values: IMP-1 inh	PfM18AAP inh	UBC9 SUMO inh	MEKK2mut PB1 HTS	MEKK2wt PB1 HTS	NS3 helicase inh	VIM-2 inh	DNA FID counter	NALP1 inh
- C=CCn1c(SCC(=O)NC2CCCC2)nc2scc(-c3ccco3)c2c1=O
  0.3	-13	33	3	96	25	-2.5	-17	3
- Cc1noc(/C=C/N(C)C)c1S(=O)(=O)N1CCc2ccccc21
  -2.9	2	3	5	109	18	-4.4	-19	32
- COc1ccc(Oc2nc3c(c(=O)n(C)c(=O)n3C)n2Cc2ccccc2)cc1
  1.2	-2	8	5	105	-6	-0.2	-8	8
- COc1cccc(-c2nc(CS(=O)(=O)CC(=O)N3CCN(c4ccccn4)CC3)c(C)o2)c1
  -2.3	0	-12	6	109	-8	-3.4	-29	41
- COc1cccc(N(CC(=O)NC2CCCC2)C(=O)CCCC(=O)Nc2ccccn2)c1
  -2.2	-5	-1	4	106	-2	-4.8	-30	17
- CCn1cc(C(=O)NCCC(=O)NCCCO)c(=O)c2cc3c(cc21)OCO3
  -0.8	-16	17	3	105	-10	1.0	-4	12
- C=CCNC(=O)/C(C#N)=C/c1c(C)nn(-c2ccccc2)c1Cl
  -3.4	5	16	0	102	7	-3.9	-6	62
- c1csc(C(c2nnnn2C2CCCC2)N2CCCC3(CCCCC3)C2)c1 (centres undefined)
  -1.3	-9	-16	3	103	2	-1.0	0	-15
- CCCNC(=O)C1CCN(c2cc(-c3ccccc3)nc3ncnn23)CC1
  -2.8	-5	32	3	104	5	-0.1	-9	-3
- O=c1[nH]c(=O)n(Cc2ccccc2)c2c1CCC2
  5.0*	2	6	3	102	4	1.0	-2	8
- COc1ccc(-c2cc(C(=O)Nc3cc(C)on3)no2)cc1
  -3.2	-2	1	1	101	1	-2.6	0	-2
- Cc1ccc(-n2cc(-c3ccccc3)[nH]c2=O)cc1F
  -3.1	-3	16	7	99	0	-1.3	-4	14
- O=C(Cc1cccs1)Nc1nnc(C2CC2)s1
  -2.8	-7	15	0	98	-5	-3.7	-4	-4
- Cc1ccnc(Nc2nc3ccccc3s2)n1
  -1.8	-21	2	-4	92	8	-0.3	0	12
- CCc1ccc2oc(C(=O)NCc3ccncc3)c(C)c2c1
  -1.8	6	22	7	103	2	-1.5	-22	9
- Cc1onc(-c2ccccc2Cl)c1C(=O)N/N=C(\N)COc1ccc(Cl)cc1
  -2.3	-10	11	·	·	-7	-2.1	-9	26
- COc1ccc(-c2cn3cccnc3n2)cc1NC(=O)c1cccs1
  -4.7	2	23	6	95	9	-0.7	-17	11
- CC12CN3CC(C)(CN(C1)C3c1ccccc1Cl)C2O (centres undefined)
  0.1	-14	4	14	102	8	2.9	-3	7
- CCn1cc(/C=C/C(=O)NCc2c(C)nn(C)c2C)cn1
  -1.0	-5	1	9	108	2	-0.5	1	-26
- CC1(C)Oc2ccccc2OC1(O)c1ccc2ccccc2n1 (centres undefined)
  -1.7	3	-3	4	106	3	-0.4	-16	34
- CNC(=S)N/N=C/c1ccc(C(C)C)cc1
  -1.2	0	·	1	101	-4	-2.1	-4	·
- Cc1cccc(N2CCN(C(=O)C3CCC(CNS(=O)(=O)c4cccs4)CC3)CC2)c1C (centres undefined)
  -2.3	3	-28	-4	96	-20	1.2	-49	11
- O=C(NC(=S)Nc1cccc2ncccc12)c1cccs1
  -0.5	6	20	2	103	-23	-2.5	-9	24
- CC(C)(C)c1cc(NC(=O)c2ccc(OC3CCCC3)cc2)no1
  -2.3	-4	-11	-1	108	6	-0.7	-3	22
- CCOC(=O)C(Sc1ncn[nH]1)c1ccccc1 (centres undefined)
  -4.1	14	-4	1	97	6	-7.0	-2	3
- CCC(C)/C(C)=N/NC(=O)CSc1nc2ccccc2[nH]1 (centres undefined)
  -3.3	24	19	2	97	-18	-4.1	-1	17
- Cc1onc(-c2ccccc2Cl)c1C(=O)OCC(=O)Nc1cccc(S(=O)(=O)N(C)C)c1
  -0.7	-3	-12	-2	98	-5	-0.4	-12	-18
- COC(=O)c1ccc(NC(=O)c2ccccc2-c2ccccc2C(=O)O)cc1
  -0.3	-2	22	0	102	7	-0.8	-26	15
- CCOc1ccc(CN(C(=O)c2cc3ccccc3oc2=O)C2CCS(=O)(=O)C2)cc1 (centres undefined)
  -0.6	-12	8	-26	80	-1	2.0	-29	·
- CCCN(CCC)C(=O)CP(=O)(c1ccccc1)c1ccccc1
  -0.5	-13	0	-8	94	1	-1.4	-11	5
- CC(C)Cc1nnc(NC(=O)c2ccc3c(=O)n4c(nc3c2)CCC4)s1
  -0.9	-4	2	5	108	8	0.8	-25	-1
- CCc1c(C(=O)NCCc2ccc(OC)c(OC)c2)[nH]c(C)c1C(C)=O
  -1.4	-2	8	0	98	-3	-2.1	-18	0
- Cc1cc([N+](=O)[O-])nn1Cn1nc([N+](=O)[O-])cc1C
  -0.2	0	5	-9	90	-2	-0.1	4	13
- O=C(CSc1nc(O)cc(=O)n1-c1ccc(Cl)c(Cl)c1)Nc1ccc(Cl)cc1Cl
  -2.6	-3	10	6	106	-9	-0.3	-29	0
- CCN1C(=O)CC(N2CCN(c3ccc(C(=O)c4ccccc4)cc3)CC2)C1=O (centres undefined)
  -4.1	1	-15	-5	106	-7	-1.8	-30	21
- Cc1ccc(C(=O)NCCCNC(=O)c2ccco2)cc1C
  -1.6	2	-15	-7	102	12	-3.4	-4	19
- COc1ccc(CNC(=O)c2c[nH]c3ccccc3c2=O)cc1
  -1.9	3	23	9	107	1	-2.8	-5	-14
- COc1ccc(NC(=O)c2cc([N+](=O)[O-])ccc2N2CCCCC2)cc1
  -3.5	4	7	-5	97	-1	-1.5	-9	27
- O=c1cc(CN2CCc3ccccc32)c2ccc(O)cc2o1
  -4.2	10	33	-5	95	-2	-2.6	-8	8
- Cc1cccc(C)c1NC(=O)C(=O)c1cn(C)c2ccccc12
  -0.8	-14	4	-11	90	-6	0.9	-17	-3

Continued; the last 2 above are carried over.
Order of values: IMP-1 inh	PfM18AAP inh	UBC9 SUMO inh	MEKK2mut PB1 HTS	MEKK2wt PB1 HTS	NS3 helicase inh	VIM-2 inh	DNA FID counter	NALP1 inh
- O=c1cc(CN2CCc3ccccc32)c2ccc(O)cc2o1
  -4.2	10	33	-5	95	-2	-2.6	-8	8
- Cc1cccc(C)c1NC(=O)C(=O)c1cn(C)c2ccccc12
  -0.8	-14	4	-11	90	-6	0.9	-17	-3
- COc1ccc(-c2cc3c(=O)n(CC(=O)NC4CCN(Cc5ccccc5)CC4)ncn3n2)cc1
  0.1	-16	6	4	102	-3	-2.5	2	17
- CCCCCCn1cc(C(=O)O)c(=O)c2cc(F)c(N3CCN(C)CC3)cc21
  1.6	-2	4	2	105	-3	16*	-5	6
- CC(=O)NS(=O)(=O)c1ccc(NC(=O)CCC(=O)Oc2ccc(C)cc2)cc1
  -2.5	-10	9	14	115	-4	-1.3	-4	4
- Cc1ccc(N(CC(=O)NC2CCCC2)C(=O)CNC(=O)c2cccs2)c(C)c1
  -3.1	0	2	-7	97	-9	-1.8	-42	6
- O=C(CC1C(=O)N(c2ccccc2)C(=O)N1Cc1ccco1)Nc1ccccc1 (centres undefined)
  -1.2	-5	13	-4	99	-11	-2.7	-1	-8
- O=C1C=CC(=O)N1c1ccc(OC(F)F)cc1
  -1.9	-11	-3	-3	97	-1	-3.3	-1	112*
- CC(C)(C)c1ccc(S(=O)(=O)N2CCC(c3nc4ccc(Cl)cc4[nH]3)CC2)cc1
  -3.1	-1	-54	4	125	-2	-1.0	1	8
- CC(NC(=O)c1ccc(F)cc1)c1ccccc1 (centres undefined)
  -0.7	-1	-10	-5	91	-7	-3.3	-2	24
- COc1ccc(CCNC(=O)C/C(C)=N/NC(=O)c2ccc([N+](=O)[O-])cc2Cl)cc1OC
  -1.4	2	10	-2	93	-12	-1.4	-9	12
- CCCn1c(=S)[nH]c2cc(C(=O)N3CCN(c4ccccc4OC)CC3)ccc2c1=O
  0.0	3	8	1	104	7	-2.8	-5	12
- Cc1[nH]c2ccccc2c1/C=C/C(=O)c1ccccc1
  -3.4	-4	-4	180*	16*	-3	-3.7	2	32
- CCCCc1cc(=O)oc2cc(C)cc(OC(C)C(=O)NC(Cc3c[nH]c4ccc(O)cc34)C(=O)O)c12 (centres undefined)
  -4.1	-7	10	2	106	12	-1.5	-20	14
- Cc1cc(OCc2n[nH]c(=S)n2-c2ccccc2)ccc1Cl
  -0.1	-9	-2	0	103	-2	-2.1	-29	5
- Cc1c(OCC(=O)NCCN2CCOCC2)ccc2c3c(c(=O)oc12)CCC3
  0.5	1	-4	-3	100	4	27*	-7	29
- Cn1c(=O)c2[nH]c(NCC3CCCO3)nc2n(-c2ccccc2)c1=O (centres undefined)
  -3.2	3	4	2	101	5	-1.6	-4	24
- O=C(Nc1nc2c(Br)cc(Br)cc2c(=O)s1)C1CCC1
  -2.1	5	-2	-3	95	5	-2.3	-5	·
- CCOC(=O)c1sc(NC(=O)CCCn2nc([N+](=O)[O-])cc2C)c(C(=O)OCC)c1C
  -0.3	-11	-18	0	103	-3	0.0	0	29
- COC(=O)C1=C(C(=O)OC)C(c2cc(Br)ccc2O)c2sc(=O)[nH]c2S1 (centres undefined)
  0.0	2	-41	-1	94	-25	-2.6	-8	19
- O=c1oc2cc(OCc3nn[nH]n3)ccc2c2c1CCCC2
  -2.3	-5	-2	0	100	4	5.0	-4	-21

Screens: PubChem, several laboratories
